Screening results deposited in PubChem BioAssay by several laboratories.
rCAG RNA binder – binders of r(CAG) RNA repeats, primary screen, biochemical, fluorescence. actives 1.3% (n = 370,000). inhibition, % at 3 µM. r(CAG) RNA repeat, TO-PRO-1 dye displacement fluorescence;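 active means inhibition above the plate cutoff, the mean of all test compounds on that plate plus 3 SD, cut at about 35% in these data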;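 further: 0% = DMSO alone and 100% = 100 µM mitoxantrone as full dye displacement; higher means more dye released from RNA so lower well fluorescence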
PRMT1 FP inh – PRMT1 methyltransferase inhibitors, primary screen, biochemical, fluorescence polarization | Protein arginine N-methyltransferase 1 (Homo sapiens), Q99873 | recombinant PRMT1, activity-based probe fluorescence polarization | inhibition, % at 2.79 µM | actives 1.3% (n = 370,000) | AID 652257, 2013;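 active means inhibition above about 21% made by adding two undisclosed values, limit read from the data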
TCR-CD3 inh – inhibitors of human TCR-CD3 interaction, primary screen, biochemical, fluorescence, TAMRA-labeled TCR probe. inhibition, % at 9.4 µM. AID 651800, 2012. actives 0.37% (n = 360,000). T-cell receptor (TCR); in the data active means inhibition above about 19%;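 further: recombinant mutant TCR 2C K166C tagged with TAMRA read by polarization; 0% = receptor in buffer alone and 100% = receptor with positive control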
TDP2 inh – human TDP2 enzyme inhibitors, primary screen, biochemical, epi absorbance, recombinant enzyme; Tyrosyl-DNA phosphodiesterase 2 (Homo sapiens), O95551; T5PNP hydrolysis, p-nitrophenol absorbance 415 nm; inhibition, % at 12.8 µM; actives 0.34% (n = 370,000); AID 720702, 2013;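 active means inhibition above the mean of all tested compounds plus 3 SD, set per campaign, cut at about 25% in these data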;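 further: 0% = DMSO with enzyme and 100% = buffer with substrate but no TDP2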
Target sequence (O95551 whole entry, looked up): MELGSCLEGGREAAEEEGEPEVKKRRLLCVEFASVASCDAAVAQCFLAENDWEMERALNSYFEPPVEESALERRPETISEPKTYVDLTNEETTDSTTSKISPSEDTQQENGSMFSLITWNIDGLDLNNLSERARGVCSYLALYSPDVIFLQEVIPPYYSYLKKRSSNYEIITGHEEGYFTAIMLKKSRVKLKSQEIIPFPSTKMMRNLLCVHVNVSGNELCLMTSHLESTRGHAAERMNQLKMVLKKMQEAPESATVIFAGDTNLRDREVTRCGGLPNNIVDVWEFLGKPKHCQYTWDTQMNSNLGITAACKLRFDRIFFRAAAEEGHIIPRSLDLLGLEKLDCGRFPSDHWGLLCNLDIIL
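Assay system: Recombinant human TDP2 | Quantity: 120 nM TDP2 per well | Incubation: 2 h at 37 °C | Signal: Epi absorbance | Evaluation: Percent inhibition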
Rev-erbA mod – modulators of Rev-erb alpha DNA binding, primary screen, biochemical, FITC-DNA, fluorescence polarization, uHTS | Rev-erbα–FITC-DNA binding, 90 min | Nuclear receptor subfamily 1 group D member 1 (Homo sapiens), P20393 | activity, % at 10 µM | actives 0.79% (n = 370,000) | AID 1259318, 2017;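 active means activity above about 14%, limit read from the data; passing the limit was not always enough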;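 further: 0% = DMSO wells with 35 nM protein and 100% = DMSO wells with 750 nM protein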
LEDGF integ inh – blockers of LEDGF/p75-dependent integrase strand transfer – biochemical, TR-FRET, high throughput, primary screen; TR-FRET IN-LEDGF/p75 DNA integration, Eu/Cy5; inhibition, % at 3.7 µM; HIV-1 integrase (with human LEDGF/p75); actives 0.64% (n = 370,000);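 active means inhibition above the screen-wide mean plus 3 SD, cut at about 13% in these data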;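 further: signal is the Cy5 over europium emission ratio at 671 and 618 nm; 0% = plate median of compound wells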
PG9 binder – binders of HIV-1 gp120 antibody PG9, primary screen, biochemical, TR-FRET | HIV-1 gp120 / PG9 antibody interaction | inhibition, % at 6.7 µM | actives 0.43% (n = 360,000) | TR-FRET gp120-PG9 antibody binding; in the data active means inhibition above about 8.5%
HTRA1 inhibitor – HTRA1 serine protease inhibitors, primary screen, biochemical, fluorescence polarization, HTS; recombinant HTRA1, FP-rhodamine activity-based probe; inhibition, % at 5.96 µM; actives 0.5% (n = 340,000); in the data active means inhibition above about 36%;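 further: 0% = enzyme with DMSO and 100% = wells lacking enzyme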
SIAE primary – human SIAE inhibitors, primary screen, biochemical, fluorescence polarization, FP-Rh probe, 1536-well HTS; Sialate O-acetylesterase (Homo sapiens), Q9HAT2; actives 0.69% (n = 370,000); inhibition, % at 9.66 µM; SIAE FP-Rh probe binding;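 active means inhibition above a cutoff: mean of compounds within the control limits plus 3 SD of those, cut at about 17% in these data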;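 further: 0% = plate median of compound wells and 100% = probe without SIAE protein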
mABHD4 FP – ABHD4 inhibitors, primary screen, biochemical, fluorescence polarization, mouse; (Lyso)-N-acylphosphatidylethanolamine lipase (Mus musculus), Q8VD66; purified mABHD4, FP-Rh probe fluorescence polarization; actives 0.54% (n = 370,000); inhibition, % at 8.92 µM;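 active means inhibition exceeding the mean over every tested compound plus 3 SD, cut at about 30% in these data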;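 further: 0% = plate median of compound wells and 100% = S159A mutant with DMSO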
Target sequence (Q8VD66 whole entry, looked up): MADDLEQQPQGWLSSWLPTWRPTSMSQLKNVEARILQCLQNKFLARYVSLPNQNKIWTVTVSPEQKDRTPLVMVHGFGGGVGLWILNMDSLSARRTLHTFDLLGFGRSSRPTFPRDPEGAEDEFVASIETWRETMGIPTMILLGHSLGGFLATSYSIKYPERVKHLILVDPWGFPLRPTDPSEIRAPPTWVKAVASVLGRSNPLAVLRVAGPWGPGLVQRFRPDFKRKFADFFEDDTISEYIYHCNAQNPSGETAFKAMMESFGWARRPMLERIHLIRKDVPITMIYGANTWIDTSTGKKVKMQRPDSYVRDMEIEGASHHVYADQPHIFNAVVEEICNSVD
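Doses – 8.92 µM, single dose · Material – wild-type mouse ABHD4 protein · Replication – single well per compound (singlicate) · Measure – percent inhibition of probe binding, normalized to plate controls · Schedule – 45 min compound pre-incubation plus 60 min probe step, 25 °C · Detection – fluorescence polarization with parallel and perpendicular emission, 525/598 nm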
Starred values were filed as active, the others as inactive; . = not tested or not shown.

Start of the listing, in advance, three compounds:
Screens in order: rCAG RNA binder, SIAE primary, TDP2 inh, LEDGF integ inh, HTRA1 inhibitor, mABHD4 FP, PRMT1 FP inh, PG9 binder, TCR-CD3 inh, Rev-erbA mod
1) COc1cccc(CC2(CO)CCCN(Cc3cn[nH]c3-c3cc(C)ccc3C)C2)c1 (configuration not stated)
    -8, -1, 1, -2, -7, 3, -4, -1.2, 8, -2
2) COc1cc(/C=C/C(=O)OCC(=O)NC(=O)NCc2ccccc2)ccc1OCC#N
    -4, -3, 1, 1, -11, -2, 1, 2.7, -6, -1
3) CCCCn1c(N2CCCC2)nc2c1c(=O)[nH]c(=O)n2C
    -4, 1, 2, -6, -2, 2, 7, 0.0, 1, -1

Results (from the top)
Screens in order: rCAG RNA binder, SIAE primary, TDP2 inh, LEDGF integ inh, HTRA1 inhibitor, mABHD4 FP, PRMT1 FP inh, PG9 binder, TCR-CD3 inh, Rev-erbA mod
1) COc1cccc(CC2(CO)CCCN(Cc3cn[nH]c3-c3cc(C)ccc3C)C2)c1 (configuration not stated)
    -8, -1, 1, -2, -7, 3, -4, -1.2, 8, -2
2) COc1cc(/C=C/C(=O)OCC(=O)NC(=O)NCc2ccccc2)ccc1OCC#N
    -4, -3, 1, 1, -11, -2, 1, 2.7, -6, -1
3) CCCCn1c(N2CCCC2)nc2c1c(=O)[nH]c(=O)n2C
    -4, 1, 2, -6, -2, 2, 7, 0.0, 1, -1
4) Nc1c(C(=O)OCC2CCCO2)c2nc3ccccc3nc2n1C1CCCCC1 (configuration not stated)
    -1, 0, 8, 2, 6, 8, 0, -1.8, 7, 0
5) COc1ccc(-c2cc(C(=O)N/N=C/c3cccnc3)c3cc(C)cc(C)c3n2)cc1
    15, -35, 5, 2, -37, -27, -3, -1.7, -3, 4
6) CCCCC(c1nnnn1CC1CCCO1)N1CCN(c2cc(Cl)ccc2C)CC1 (configuration not stated)
    -4, 1, -7, 2, -27, -9, 1, -2.9, 1, 5
7) COCCN(C(=O)CN1CCc2ccccc2C1)c1c(N)n(Cc2ccccc2)c(=O)[nH]c1=O
    -1, 0, -1, -3, 2, -8, 3, -1.5, -5, 3
8) Cc1c(C)c2ccc(OCC(=O)Nc3ccccn3)cc2oc1=O
    0, 3, -7, 6, 3, 2, -3, -3.2, 3, 1
9) O=C(/C=C/c1ccc(F)cc1)NC(=S)Nc1ccccc1O
    5, -9, 14, -3, -18, -16, 0, -2.8, 4, -1
10) O=C1c2ccccc2C(=O)N1CCCCN(C(=O)c1cc2ccccc2oc1=O)c1ccc(Cl)cc1
    -2, -1, -3, -2, -3, 4, 4, 0.3, 1, 3
11) CC1CCCC(NC(=O)COC(=O)[C@@H](NC(=O)c2ccc(F)cc2)C(C)C)C1C (some centres not stated)
    -1, 1, 4, -1, -8, 0, 0, -0.3, -4, 6
12) CCCCNC(=O)[C@@H]1CSC2c3ccc(OC)c(OC)c3C(=O)N21 (some centres not stated)
    3, 9, 20, 0, 5, 1, 2, -1.7, 5, -4
13) COc1cc(C(F)(F)F)c(C(=O)N(C)Cc2cccc(Cl)c2)cn1
    -8, -3, -12, 3, -1, -3, -2, -2.4, -4, 1
14) CCOC(=O)Cc1nnc(Nc2ccc(C)cc2)c2ccccc12
    3, 3, -5, 1, -11, -7, 1, 0.0, 2, -1
15) COc1cc2ccccc2cc1C(=O)N1CCc2ccccc21
    -5, -3, -13, -6, -12, -19, 9, 1.5, -2, 2
16) COc1cc(OC)c2c(-c3ccccc3)cc(=O)oc2c1C(CCN1CCN(c2ccccc2)CC1)c1ccc(N(C)C)cc1 (configuration not stated)
    10, 10, -2, 3, 4, 5, -1, 0.1, -1, 7
17) COc1ccc(OCc2nnc(SCC(=O)N3C(C)CCCC3C)o2)cc1 (configuration not stated)
    -7, -5, -8, 1, -3, -8, 3, 2.2, -3, 1
18) CC(C)C[C@@]12C(=O)N(c3cccc(F)c3)C(=O)N1[C@H](c1ccc(Br)cc1)[C@@H]1C(=O)N(C(C)(C)C)C(=O)[C@@H]12
    1, -2, 8, -2, -40, 1, -1, 0.9, 7, 3
19) O=C(NCCc1ccccc1)c1ccc(CS(=O)(=O)Cc2ccc(F)cc2)o1
    -4, -6, 5, -1, 0, 2, 3, -1.1, 10, 2
20) CC(C)[C@H](NC(=O)c1ccccc1)C(=O)OCC(=O)NCc1ccc(F)cc1
    -8, 8, -12, 2, 3, 1, -9, -0.2, 5, -4
21) O=C(O)C/C=C(/NC(=O)OCc1ccccc1)C(=O)OCc1ccccc1
    0, -4, 1, 2, -8, 7, 5, 2.8, 10, 2
22) Cc1cccc(NC(=O)c2ccc(N3C(=O)C4CCCCC4C3=O)cc2)c1C (configuration not stated)
    -5, 1, 3, 1, 5, 3, -1, -1.4, 1, 3
23) COc1ccc2cc3c(N)nn(C(=O)Cc4ccccc4OC)c3nc2c1
    6, 10, -8, -4, -57, -13, -4, -0.7, -3, -11
24) CC(C)c1ccc2c(c1)C(N1CCN(C)CC1)Cc1cccnc1S2 (configuration not stated)
    -1, 2, 0, 3, -2, 2, 8, 1.2, -5, 4
25) Cc1ccc(C)c(N2CCN(C(=O)CN(C)S(=O)(=O)c3cnc[nH]3)CC2)c1
    2, 5, -10, 1, 1, -6, -1, -0.3, 0, -2
26) Cn1c(=O)c(=O)n(C)c2cc(S(=O)(=O)NCCN3CCN(c4ccccc4F)CC3)ccc21
    1, 1, -23, 3, 0, -5, -2, 0.9, 0, 4
27) CN(C)C(=O)CSc1nc(-c2ccccc2)nc2c1CCCC2
    -4, -6, 1, 0, -7, 5, 2, 1.3, 4, -2
28) Cn1ccnc1SCc1ccc(Cl)cc1Cl
    -3, 6, -17, -3, -6, -8, 7, 1.1, -1, -2
29) Cc1ccc(S(=O)(=O)N2[C@@H](c3ccccc3F)C(C(=O)O)=CC[C@H]2c2cccc(Cl)c2)cc1
    13, 0, 4, -1, 2, 8, -1, -1.9, 3, -9
30) COc1ccc(S(=O)(=O)N(CC(=O)NCC2CCCO2)C2CCCCC2)cc1OC (configuration not stated)
    -7, -13, -2, 0, 1, -6, 3, -0.4, -3, -3
31) CC(=O)Nc1ccc(Nc2nc(C)nc3c2oc2ccccc23)cc1
    7, -6, 3, 0, 5, 3, -3, 0.7, 2, 6
32) CCCn1c(N)c(Sc2ccc([N+](=O)[O-])cc2)c(=O)n(CCC)c1=O
    -2, -10, -15, -4, 1, 5, 0, -1.8, 4, 2
33) CC1CCc2cccc3c(O)cc(=O)n1c23 (configuration not stated)
    4, -2, -10, 2, 7, 2, -3, 0.1, -2, -1
34) CCC(C)(C)NC(=O)C(c1ccc(F)cc1)N(Cc1ccc(OC)cc1)C(=O)c1cnccn1 (configuration not stated)
    -12, 0, -10, -3, ., -2, 1, -2.0, 10, 8
35) Cc1ccc(C(=O)N2CCCC2)cc1S(=O)(=O)Nc1ccccc1
    -1, -3, -2, -1, -1, -3, -1, -0.1, -2, -6
36) CCCCc1ccc(NC(=O)CN2C(=O)C3CCCCC3C2=O)cc1 (configuration not stated)
    -3, 2, 4, -3, -13, -4, -2, 2.4, 4, 7
37) COc1ccc(C(=O)NCCn2cc(SCC(=O)Nc3cc(C)on3)c3ccccc32)cc1OC
    4, 4, 4, 1, -7, -8, 2, -0.5, -6, 5
38) Clc1cc(Br)ccc1OCCOCCN1CCCC1
    2, -5, 15, -2, -2, 16, -1, 2.5, -3, 2
39) CN(C(=O)c1ccccc1C(=O)OCC(=O)c1ccc(Br)cc1)c1ccccc1
    -3, -4, 4, 0, -20, -5, -1, -1.1, 4, 2
40) CCOC(=O)c1sc(/N=C/c2c(O)ccc3ccccc23)cc1C
    1, 5, -4, 4, 2, 9, 6, -3.0, 1, -3
41) O=C(NCCc1ccccc1)c1ccc2nccnc2c1
    -3, 4, 1, -1, -2, 1, -4, -0.7, 3, -5
42) CCOC(=O)CNC(=O)CSc1nnc(-c2ccccc2)n1CC
    -1, -5, 2, 0, ., 2, -2, ., ., -1
43) Cc1ccccc1COc1ccc2oc(C)c(C(=O)O)c2c1
    18, 3, 5, 1, -5, -3, -1, 0.3, 1, -3
44) CN(c1ccccc1)S(=O)(=O)c1nnc(NC(=O)COc2ccccc2)s1
    4, -2, 6, 1, -5, -1, 1, -0.4, -1, 8
45) COc1ccc(Cl)cc1NC(=O)Cn1nc(-c2ccc(C)cc2)n(C)c1=S
    -3, -7, 0, -1, 3, -3, -2, 11*, 2, 12
46) CCN(CC)c1ccc(C(=O)OCc2c(C)noc2C)cc1
    -6, 4, 12, 0, -6, 4, -4, -0.4, 7, -1
47) O=C1OC(Nc2ccc3ncccc3c2)c2ccccc21 (configuration not stated)
    0, 6, 14, -1, -1, -11, 0, -2.0, 1, 4
48) CCn1c(C)[n+](Cc2ccccc2)c2ccc(Cl)cc21
    -5, 2, -13, 13, 3, -1, -1, -2.6, -3, 0
49) COC(=O)C(CCCN1C(=O)c2ccccc2C1=O)(NC(C)=O)c1nnn(C)n1 (configuration not stated)
    -5, -8, -3, 0, 1, 11, 3, -0.7, 0, -2
50) CC(=O)c1cccc(NC2c3ccccc3C(=O)N2Cc2ccc3c(c2)OCO3)c1 (configuration not stated)
    1, 6, 6, 3, -9, 1, -2, -0.6, 2, -6
51) CCc1ccc(N2CC(C(=O)OCc3nc4ccsc4c(=O)[nH]3)CC2=O)cc1 (configuration not stated)
    15, -2, -9, 13, 12, 3, 4, -0.3, 27*, -17
52) Cc1ccc2nc(SCC(=O)c3c[nH]c4ccccc34)[nH]c2c1
    15, -21, 0, 3, -63, -29, 2, 0.5, -2, -1

A portion of the library; rates above refer to the full screens.
